# E-selectin induc: induces E-selectin expression in human endothelial cells. P16581. HUVEC E-selectin immunofluorescence imaging; normalized: neutral wells 0, TNF-alpha wells 100. actives 0.37% (n = 260,000). AID 686992. activation, % at 7.58 µM;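 active = mean E-selectin-positive cell signal at least 10% of the positive control, reached in at least 60% of replicates, without over 20% cell loss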;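 note: in these data hits start at about 27%; measured in HUVEC primary endothelial cells; signal is the percent of cells scored E-selectin positive by PE staining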
#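 material = human umbilical vein endothelial cells (HUVEC), E-selectin induction | quantity = 3,000 cells/well | medium = EGM-2 growth medium on 0.1% gelatin-coated wells | technique = immunofluorescence imaging | read-out basis = % PE-positive cells | control set = TNF-alpha positive control, DMSO neutral control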
# XiGFP reactiv: reactivates the inactive X chromosome in mouse fibroblasts. actives 0.055% (n = 360,000). activation, % at 7.58 µM. XiGFP mouse fibroblasts, % GFP-positive cells imaging, 3 d; cells co-treated with 5-aza-dC sensitizer; scaled so ellipticine positive control = 100%;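 active = mean normalized replicate activation at least 10% and every replicate at or above 10%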;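 note: 0% = median of on-plate neutral control wells and 100% = ellipticine 6 µM median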
#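 assay system = SV40-immortalized XiGFP fibroblast cells, line 68-5-11 | buffer or medium = DMEM plus 5-aza-dC sensitizer | doses = single-point pinned compound dosing | times = 3-day compound exposure, then 15 min fixation at room temperature | benchmarks = positive control ellipticine, 6 µM final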
# S100A4 MyoIIA: S100A4-myosin IIA interaction inhibition; P26447; S100A4/TAMRA-MyoIIA peptide fluorescence polarization; inhibition, % at 10.7 µM; actives 0.14% (n = 360,000); AID 652163;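 active = mean inhibition of at least 70% across replicates, with every replicate also reaching that level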
# Target sequence (P26447 whole entry, looked up): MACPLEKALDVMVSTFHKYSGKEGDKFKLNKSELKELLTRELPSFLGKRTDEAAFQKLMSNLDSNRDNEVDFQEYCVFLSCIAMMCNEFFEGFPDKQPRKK
#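 assay system = human S100A4 monomer with TAMRA-labelled myosin IIA peptide | also added = labelled myosin peptide probe, 5 nM | incubation = 5 min between mix addition and reading | control set = DMSO and TFP controls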
# ERAP1 inh: blocks human ERAP1 aminopeptidase activity. Q9NZ08. recombinant ERAP1, Leu-AMC fluorescence, 60 min. inhibition, % at 10.7 µM. actives 0.15% (n = 340,000);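 active = mean replicate inhibition of at least 30%, or all replicates individually reaching that 30% level; inactive = mean below 30% and not every replicate reaching it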;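 note: 0% = neutral control wells and 100% = L-leucinethiol positive control wells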
# esBAF inh: blocks esBAF chromatin remodeling in mouse ES cells. Bmi1-luciferase knock-in reporter, 24 h; 100% = twice the neutral-well signal. reporter increase, % at 12.5 µM. actives 2% (n = 350,000). AID 602393; in the data active = activation above about 40%;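 note: 0% = median of the plate's neutral control wells and 100% = double that signal; a rise in the Bmi1 reporter signal indicates esBAF inhibition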
# RAD54 inh: blocks human RAD54 Holliday junction branch migration; AID 602329; FAM/BHQ fluorescence; inhibition, % at 10.4 µM; Q92698; actives 0.14% (n = 360,000);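 active = mean normalized replicate activity at least 40 and at least half of replicates scoring 40 or more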;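 note: 0% = median of neutral control wells and 100% = median of positive control wells; inhibitors cause a drop in the FAM fluorescence signal; in these data hits start at about 50%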
# RAD52 anneal inh: blocks human RAD52 DNA annealing; P43351; recombinant RAD52 DNA annealing, FRET fluorescence; inhibition, % at 18.7 µM; actives 0.46% (n = 360,000); AID 651710;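 active = every replicate showing at least 50% inhibition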
# Target sequence (P43351 whole entry, looked up): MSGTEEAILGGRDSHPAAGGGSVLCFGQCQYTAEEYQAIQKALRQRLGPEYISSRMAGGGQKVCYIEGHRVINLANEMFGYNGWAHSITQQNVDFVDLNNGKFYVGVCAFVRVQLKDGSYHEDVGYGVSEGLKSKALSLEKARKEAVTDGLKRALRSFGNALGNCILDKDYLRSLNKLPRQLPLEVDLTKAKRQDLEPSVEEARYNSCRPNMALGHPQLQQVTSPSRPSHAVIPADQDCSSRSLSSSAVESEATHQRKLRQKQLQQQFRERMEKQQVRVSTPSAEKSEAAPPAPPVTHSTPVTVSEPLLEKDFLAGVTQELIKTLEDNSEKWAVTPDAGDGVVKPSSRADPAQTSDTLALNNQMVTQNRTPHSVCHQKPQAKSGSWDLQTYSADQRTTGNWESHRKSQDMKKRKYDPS
# ERp5 inh: ERp5 (human) disulfide isomerase inhibition; Q15084; ERp5 insulin aggregation, absorbance 650 nm, 90 min; inhibition, % at 9.99 µM; actives 0.05% (n = 350,000); AID 651711;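 active = mean replicate inhibition above about 25%, with every replicate also reaching it, limit read from the data, passing the limit was not always enough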
# Target sequence (Q15084 whole entry, looked up): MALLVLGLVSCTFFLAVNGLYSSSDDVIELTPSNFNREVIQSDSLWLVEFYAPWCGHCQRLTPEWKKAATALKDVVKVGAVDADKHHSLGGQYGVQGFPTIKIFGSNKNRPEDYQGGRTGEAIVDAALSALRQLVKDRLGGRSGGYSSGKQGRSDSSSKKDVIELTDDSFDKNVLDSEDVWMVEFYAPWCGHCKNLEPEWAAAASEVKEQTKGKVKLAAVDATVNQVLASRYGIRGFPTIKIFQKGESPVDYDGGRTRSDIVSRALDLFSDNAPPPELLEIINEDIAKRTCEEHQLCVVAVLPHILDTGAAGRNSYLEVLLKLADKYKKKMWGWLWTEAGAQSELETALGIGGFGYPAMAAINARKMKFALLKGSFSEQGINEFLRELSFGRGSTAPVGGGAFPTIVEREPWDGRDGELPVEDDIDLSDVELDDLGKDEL
# An asterisk follows results filed as active; . = not tested or not shown; & = joins results of further samples.
1: C[C@H]1CN([C@@H](C)CO)C(=O)Cc2cc(NC(=O)Cc3ccccc3)ccc2O[C@@H]1CN(C)C(=O)NC1CCCCC1
2: CN1CCN(C(=O)C[C@H]2CC[C@H]3[C@H](COc4ccc(NC(=O)c5ccc(F)c(F)c5)cc4C(=O)N3C)O2)CC1
3: Cc1cccc2cc(CN(C(=O)c3cnccn3)C3CCCCC3)c(Cl)nc12
4: COc1ccc(CC(=O)Nc2ccc(S(=O)(=O)Nc3nccs3)cc2)cc1
5: Cc1noc(C)c1NC(=O)Nc1cccc2c1O[C@H](CN(C)S(=O)(=O)c1ccc(Cl)cc1)[C@@H](C)CN([C@@H](C)CO)C2=O
assay / entry,1,2,3,4,5
E-selectin induc,3.0,0.0,.,0.4,-0.1
XiGFP reactiv,0.0,0.3,.,0.1,0.1
S100A4 MyoIIA,4,-21,-4,0,11
ERAP1 inh,1,0,-2,-1,3
esBAF inh,0,2,3,-4,-2
RAD54 inh,-1,8,1,-3,6
RAD52 anneal inh,5,-3,-8,-7,-9
ERp5 inh,-5,.,3,3,4

6: CCn1cc(/C=C(\NC(=O)c2ccccc2F)C(=O)NCCN2CCOCC2)c2ccccc21
7: O=C(Cc1cccs1)NNC(=S)NCc1ccco1
8: Cn1nc(C(=O)Nc2ccccc2N2CCOCC2)ccc1=O
9: COC(=O)c1ccc2c(=O)n(CCCCCC(=O)NC(C)C)c(=O)[nH]c2c1
10: FC(F)(F)c1ccccc1/C=N/n1c(COc2ccccc2)n[nH]c1=S
assay / entry,6,7,8,9,10
E-selectin induc,.,.,0.4,-2.4,.
XiGFP reactiv,0.4,0.0,0.1,1.1,0.0
S100A4 MyoIIA,-1,-11,1,1,-3
ERAP1 inh,6,-1,-2,-1,2
esBAF inh,-2,.,0,.,-5
RAD54 inh,2,.,.,.,2
RAD52 anneal inh,-33,0,-6,-11,-4
ERp5 inh,-7,7,3,0,3

11: Cc1cccc2sc(NNC(=O)c3cc(-c4cccs4)nc4ccccc34)nc12
12: CCOc1ccccc1N=C1SCC(C)N1C(=O)C1CCN(c2ncnc3sc(C)c(C)c23)CC1 (configuration not stated)
13: Nc1n[nH]c(N)c1N=Nc1ccc(Cl)cc1Cl
14: CN(CCC#N)C(=O)COC(=O)c1c2c(nc3ccccc13)/C(=C\c1ccco1)CC2
15: CCOc1ccc(Cl)cc1-c1cc(C(=O)Nc2ccc(OC)nc2)[nH]n1
assay / entry,11,12,13,14,15
E-selectin induc,0.5,0.2,-1.0,0.1,0.1
XiGFP reactiv,5.1,0.1,0.2,0.0,0.1
S100A4 MyoIIA,-3,2,0,0,1
ERAP1 inh,4,-2,5,-3,8
esBAF inh,2,1,.,56*,1
RAD54 inh,-4,2,.,-9,10
RAD52 anneal inh,-1,-24,-5,-29,-18
ERp5 inh,1,-1,1,-8,-1

# One compound at a time, from the list above. Order of values: E-selectin induc	XiGFP reactiv	S100A4 MyoIIA	ERAP1 inh	esBAF inh	RAD54 inh	RAD52 anneal inh	ERp5 inh
# `CCOc1ccc(Cl)cc1-c1cc(C(=O)Nc2ccc(OC)nc2)[nH]n1` reads 0.1	0.1	1	8	1	10	-18	-1
# `CCOc1ccccc1N=C1SCC(C)N1C(=O)C1CCN(c2ncnc3sc(C)c(C)c23)CC1` (configuration not stated) reads 0.2	0.1	2	-2	1	2	-24	-1
# `Cc1cccc2sc(NNC(=O)c3cc(-c4cccs4)nc4ccccc34)nc12` reads 0.5	5.1	-3	4	2	-4	-1	1
# `CN(CCC#N)C(=O)COC(=O)c1c2c(nc3ccccc13)/C(=C\c1ccco1)CC2` reads 0.1	0.0	0	-3	56*	-9	-29	-8

# Following part:
16: CN(C)CCCOc1cccc(Oc2ccccc2)c1
17: CC(C)C(NC(=O)c1ccco1)C(=O)OCC(=O)NCCc1ccccc1 (configuration not stated)
18: Cc1ccc(CNC(=O)C(=O)NCC2CCCN2S(=O)(=O)c2cc(C)ccc2C)cc1 (configuration not stated)
19: CCCc1nc2ccccc2c(=O)n1CC(=O)c1ccc(F)cc1
20: CCOC(=O)c1c(S(=O)(=O)NCC(=O)NCc2cccc(C)c2)c(C)n(C)c1C
assay / entry,16,17,18,19,20
E-selectin induc,0.1,.,-1.3,.,-0.3
XiGFP reactiv,0.3,-0.1,-0.1,0.0,0.0
S100A4 MyoIIA,-9,-5,-3,1,2
ERAP1 inh,5,-1,1,2,5
esBAF inh,.,14,.,.,-1
RAD54 inh,.,-2,-1,.,8
RAD52 anneal inh,-6,-15,-8,1,-14
ERp5 inh,2,2,1,8,-6

21: O=C(c1ccco1)N(Cc1ccccc1)c1cccc([N+](=O)[O-])c1
22: C[C@@H]1CCCCO[C@@H](CN(C)C(=O)CCCN(C)C)[C@H](C)CN([C@H](C)CO)C(=O)c2cc(NC(=O)c3ccccc3)ccc2O1
23: C=CCN1CCN(C(=O)CCc2ccccc2)CC1
24: C=CCN(C/C(=N\O)c1sc(C(=O)OCC)nc1C)c1cccc(Br)c1
25: Cc1ccc(-n2c(CC#N)n[nH]c2=S)c(C)c1
assay / entry,21,22,23,24,25
E-selectin induc,.,-0.1,.,-0.1,0.0
XiGFP reactiv,0.0,-1.3,0.9,0.5,0.0
S100A4 MyoIIA,2,1,-13,.,5
ERAP1 inh,6,-2,-2,.,-2
esBAF inh,.,-1,-7,-6,-9
RAD54 inh,.,12,-2,1,-1
RAD52 anneal inh,-6,43,-12,.,-9
ERp5 inh,5,2,3,.,1

26: C=CCN(C(=O)CNC(=O)c1ccco1)C(C(=O)NC1CCCC1)c1cccs1 (configuration not stated)
27: C[C@@H]1CN([C@@H](C)CO)S(=O)(=O)c2ccc(C#CC(C)(C)O)cc2O[C@@H]1CN(C)C
28: COc1ccc2ccccc2c1C1NC(=O)NC(C)=C1[N+](=O)[O-] (configuration not stated)
29: C=CC(=C)CC(NC)c1ccccc1 (configuration not stated)
30: C[C@H](CO)N1C[C@H](C)[C@H](CN(C)Cc2ccccc2)Oc2c(NC(=O)Nc3ccc4c(c3)OCO4)cccc2C1=O
assay / entry,26,27,28,29,30
E-selectin induc,.,-0.5,0.3,.,0.7
XiGFP reactiv,0.1,-0.5,0.1,.,0.2
S100A4 MyoIIA,4,4,10,-29,1
ERAP1 inh,-8,1,3,3,3
esBAF inh,.,-2,6,0,-2
RAD54 inh,.,-18,-6,-16,5
RAD52 anneal inh,-32,11,-31,59*,-5
ERp5 inh,0,4,2,5,5

31: CC(=O)O[C@]1(C(C)=O)CCC2C3CCC4=C/C(=N/OCC(=O)O)CC[C@]4(C)C3CC[C@@]21C (some centres not stated)
32: CCCNC(=O)C[C@H]1C[C@H]2c3cc(NC(=O)c4ccc5c(c4)OCO5)ccc3O[C@H]2[C@H](CO)O1
33: COC(=O)c1ccccc1NC(=O)CN1CCC(C(=O)c2ccc3c(c2)OCCO3)CC1
34: C[C@H]1CN([C@@H](C)CO)C(=O)c2cccc(NS(=O)(=O)c3ccccc3)c2O[C@@H]1CN(C)Cc1ccc(-c2ccccc2)cc1
35: COc1ccc(S(=O)(=O)Nc2cccc3c2O[C@H](CN(C)S(=O)(=O)c2cn(C)cn2)[C@@H](C)CN([C@H](C)CO)C3=O)cc1
assay / entry,31,32,33,34,35
E-selectin induc,-0.2,-0.5,.,0.7,0.1&0.1
XiGFP reactiv,0.3,0.0,.,-0.4,-0.4&0.0
S100A4 MyoIIA,25,.,-4,4,-7&1
ERAP1 inh,-2,.,2,-6,1&1
esBAF inh,-1,25,10,-8,-3&-2
RAD54 inh,-20,-11,.,2,-4&-1
RAD52 anneal inh,-13,.,-25,13,-3&-12
ERp5 inh,-1,.,3,-5,-6&6

36: Cc1c(Cl)cccc1NC(=O)C1CC(=O)N(C2CCCC2)C1 (configuration not stated)
37: N#CC(Cc1ccccc1OC(F)F)c1nc2ccccc2[nH]1 (configuration not stated)
38: COc1cc(/C=C(\C#N)c2nc3ccccc3[nH]2)cc(Br)c1OCc1ccccc1
39: Nc1c(Cl)ncnc1NCCc1ccc(O)cc1
40: O=C(C[C@@H]1CC[C@@H]2[C@H](COC[C@@H](O)CN2Cc2ccccc2F)O1)N[C@H]1CCN(Cc2ccccc2)C1
assay / entry,36,37,38,39,40
E-selectin induc,-1.1,.,.,-0.4,0.0
XiGFP reactiv,0.1,0.0,-0.1,0.0,0.1
S100A4 MyoIIA,-2,1,-12,0,21
ERAP1 inh,-10,-1,-1,0,-1
esBAF inh,1,.,2,-6,-5
RAD54 inh,-6,.,-1,.,-6
RAD52 anneal inh,-10,-45,-27,-11,8
ERp5 inh,-7,0,-8,1,6

41: N=c1sccn1CC(=O)Nc1cc(S(=O)(=O)N2CCCCC2)ccc1Cl
42: NNc1ccc(Cc2ccc(Cl)cc2Cl)nn1
43: C#Cc1ccc([C@H]2C=C(C(=O)NCc3ccccc3)O[C@@H](OCC)[C@@H]2CCCO)cc1
44: CCC(=O)NC(=S)Nc1ccc(NC(=O)c2ccc(Br)o2)cc1
45: CCOC(=O)c1nc(C)sc1-c1ccnn1S(=O)(=O)c1ccccc1C(F)(F)F
assay / entry,41,42,43,44,45
E-selectin induc,-0.2,.,0.8,4.2,0.1
XiGFP reactiv,0.0,0.0,0.1,0.1,0.0
S100A4 MyoIIA,-3,0,-2&0,-1,2
ERAP1 inh,2,2,0&4,10,.
esBAF inh,.,.,4,69*,.
RAD54 inh,.,.,-9&6,.,-2
RAD52 anneal inh,-11,-64,9&-12,-6,-10
ERp5 inh,2,-1,5&4,-3,-4

46: O=C(c1ccccc1)c1ccc2c(c1)OCCOCCOCCOCCO2
47: Cc1ccc(S(=O)(=O)Nc2cc(C)on2)cc1
48: CNC(=O)c1ccc(S(=O)(=O)c2ccc(Cl)cc2)c(NC(C)=O)c1
49: Cc1ccc(NC2CCCN(C(=O)CCc3ccncc3)C2)cc1C (configuration not stated)
50: CC(=O)c1ccc(NC(=O)CC(C)S(=O)(=O)c2ccc3c(c2)CCN3C(C)=O)cc1 (configuration not stated)
assay / entry,46,47,48,49,50
E-selectin induc,22,.,-0.1,0.1,.
XiGFP reactiv,0.0,0.0,0.2,0.3,0.0
S100A4 MyoIIA,-11,0,0,3,-4
ERAP1 inh,.,2,-1,-6,-2
esBAF inh,-8,-7,-6,-3,-2
RAD54 inh,.,-9,-6,-5,-7
RAD52 anneal inh,-11,-2,-11,-8,-5
ERp5 inh,-5,-4,-1,-10,3

51: Cc1ccc2oc(=O)n(CCOc3ccccc3Cl)c2c1
52: COc1ccc(/C(O)=C2/C(=O)C(=O)N(CCN(C)C)C2c2ccccc2)cc1Cl (configuration not stated)
53: COc1ccc(S(=O)(=O)Nc2cccc3c2O[C@@H](CN(C)S(=O)(=O)c2ccc(OC)cc2)[C@H](C)CN([C@@H](C)CO)C3=O)cc1
54: CN1C(=O)c2cc(NC(=O)C3CCC3)ccc2OC[C@@H]2O[C@H](CC(=O)NCc3ccccc3F)CC[C@H]21
55: O=C(N[C@@H]1C[C@@H]2O[C@@H](CO)CC[C@@H]2O[C@@H]1CCc1ccc(-c2ccccc2)cc1)c1cnccn1
56: O=C(NC1CCCC1)C(c1ccc(O)cc1)N(CC1CCCO1)C(=O)C1COc2ccccc2O1 (configuration not stated)
57: COc1ccc(C=O)c2[nH]c3c(Cl)ncnc3c12
assay / entry,51,52,53,54,55,56,57
E-selectin induc,.,.,.,0.0,.,.,0.0
XiGFP reactiv,0.2,.,.,0.0,.,.,0.2
S100A4 MyoIIA,0,2,5,7,0,2,6
ERAP1 inh,0,3,3,0,3,-5,1
esBAF inh,-3,-7,.,.,.,-5,0
RAD54 inh,2,-23,.,.,.,3,-1
RAD52 anneal inh,-5,-3,-11,11,12,-2,-12
ERp5 inh,-5,4,10,-4,2,1,1
